Screens as filed in PubChem BioAssay.
N370S GC – qHTS Assay for Inhibitors and Activators of N370S glucocerebrosidase as a Potential Chaperone Treatment of Gaucher Disease. Lysosomal acid glucosylceramidase (Homo sapiens), P04062. N370S GC spleen homogenate, 4MU-glucoside fluorescence. Potency, µM (highest dose often 59.4 µM), for inactives: at the highest dose activity change, negative = inhibition, hits mostly inhibitors. hit rate 0.092% among 330,000. AID 2101, 2009;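 further: 0% = full enzyme activity and -100% = no enzyme basal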
GCN5L2 inh – qHTS Assay for Inhibitors of GCN5L2; Histone acetyltransferase KAT2A (Homo sapiens), Q92830; GCN5L2 HAT assay, ThioGlo1 CoA-SH fluorescence; Potency, µM (doses to about 58.9 µM), for the others: top-dose activity change, negative = inhibition, hits mostly inhibitors; hit rate 0.21% among 390,000; AID 504327, 2011
Target sequence (Q92830 whole entry, looked up): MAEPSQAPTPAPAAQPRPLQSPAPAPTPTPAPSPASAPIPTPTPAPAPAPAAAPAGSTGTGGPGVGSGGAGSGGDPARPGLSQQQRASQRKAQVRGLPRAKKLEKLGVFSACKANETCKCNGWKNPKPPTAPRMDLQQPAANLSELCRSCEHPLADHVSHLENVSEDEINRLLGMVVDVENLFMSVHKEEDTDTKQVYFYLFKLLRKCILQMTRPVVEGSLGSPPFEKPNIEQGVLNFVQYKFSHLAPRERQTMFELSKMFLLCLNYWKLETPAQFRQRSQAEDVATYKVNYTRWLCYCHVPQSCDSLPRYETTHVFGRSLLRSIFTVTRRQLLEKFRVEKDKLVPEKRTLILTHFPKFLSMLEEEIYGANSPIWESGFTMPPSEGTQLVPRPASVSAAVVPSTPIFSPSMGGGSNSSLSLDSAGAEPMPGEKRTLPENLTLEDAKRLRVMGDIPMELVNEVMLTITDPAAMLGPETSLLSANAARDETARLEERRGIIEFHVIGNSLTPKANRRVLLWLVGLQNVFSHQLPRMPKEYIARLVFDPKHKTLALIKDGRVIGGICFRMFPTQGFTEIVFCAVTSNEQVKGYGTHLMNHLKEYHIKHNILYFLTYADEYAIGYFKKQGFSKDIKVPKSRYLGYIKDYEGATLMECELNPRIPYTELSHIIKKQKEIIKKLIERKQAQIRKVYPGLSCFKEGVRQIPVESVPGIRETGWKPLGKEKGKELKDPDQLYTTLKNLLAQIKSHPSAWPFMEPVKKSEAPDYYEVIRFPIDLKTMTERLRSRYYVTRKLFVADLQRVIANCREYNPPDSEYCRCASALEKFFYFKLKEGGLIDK
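ThioGlo1-coupled HAT assay: 20nM GCN5L2, 70uM acetyl-CoA, 75uM H3(1-25) peptide, pH 7.5. Fluorescence read at 340/540nm at start and after 20 min at room temperature.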
FEN1 inh – qHTS Assay for the Inhibitors of Human Flap endonuclease 1 (FEN1). Recombinant FEN1 flap cleavage, fluorescence, 15 min. hit rate 0.35% among 390,000. Potency, µM (highest dose often 114 µM), for inactives: at the top dose activity change, negative = inhibition, hits mostly inhibitors; further: nearly all actives have a fitted effect of over 65% in size
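Potency values derive from four-parameter Hill fits of normalized qHTS data. The reaction used 10 nM FEN1 preincubated 15 min at room temperature with compound, then 50 nM DNA substrate, read at 0 and 15 min.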
Numbers without * were called inactive; ? = inconclusive; · = not tested or not shown; [ ] = another dose, or the depositor's remark. The call rests on the fitted dose curve; in most records, active means well fitted curve in the direction sought with a large enough effect; inconclusive means small, poorly fitted or top-dose-only effect, or another doubt; inactive means no such curve, though single readings can be large; an effect the other way counts as inactive or inconclusive. Unless noted, on the % scale 0 is the no-effect control and ±100 the full control effect; potency means the concentration at half of the fitted maximal effect. This is a subset. The share of hits here may be higher or lower than overall.

SMILES | N370S GC | GCN5L2 inh | FEN1 inh
C/C=C1/NN(CCCN2CCN(c3cccc(Cl)c3)CC2)C(=O)N1CCOc1ccccc1 | -5% | -24% | ·
Cc1ccc(OCC(=O)Nc2cccc3ccccc23)c([N+](=O)[O-])n1 | · | -6% | 0%
COc1ccc(OC)c(C(C)NC(=S)Nc2ccc(S(=O)(=O)Nc3ncccn3)cc2)c1 (stereo not drawn) | -7% | 0% | 2%
COc1ccc(OC)c(NC(=O)CSc2nc(=O)n(CCN3CCOCC3)c3c2CCCC3)c1 | -12% | -11% | -4%
CC1(C)CC(=O)C(CCCN2C(=O)c3ccccc3C2=O)C(=O)C1 | 1% | 1% | -4%
NS(=O)(=O)c1ccc(N=Cc2c(O)n(-c3nccs3)c(=O)c3ccccc23)cc1 | -23% | -2% | -1%
O=C(Nc1ccccc1N1CCCC1)c1cccc(Cl)c1Cl | 4% | 0% | 9%
O=C(COC(=O)C1CCN(S(=O)(=O)c2cccs2)CC1)NCc1ccccc1 | -2% | -6% | -1%
CC(=O)c1ccc(OC(C)C)c(CN2CCCCC2)c1 | 1% | -6% | 52%[activator]
Cc1ccc(C(=O)c2cc([N+](=O)[O-])ccc2N2CCCCC2)cc1 | 16% | -8% | -4%
CN1CCN(C(=O)C(Cc2ccccc2)NS(=O)(=O)c2ccc3c(c2)CCC(=O)N3)CC1 (stereo not drawn) | -2% | -7% | 17%
Cn1c(=O)c2c(nc(N3CCOCC3)n2Cc2ccccc2)n(C)c1=O | · | -4% | 0%

The list goes on, starting with the last two of the part before.
SMILES | N370S GC | GCN5L2 inh | FEN1 inh
CN1CCN(C(=O)C(Cc2ccccc2)NS(=O)(=O)c2ccc3c(c2)CCC(=O)N3)CC1 (stereo not drawn) | -2% | -7% | 17%
Cn1c(=O)c2c(nc(N3CCOCC3)n2Cc2ccccc2)n(C)c1=O | · | -4% | 0%
Cc1ccc(C(=O)OC2OC(=O)C(Cl)=C2N2CCOCC2)cc1 (stereo not drawn) | ? | -8% | -5%
Cc1ccc(C)c(OCC(=O)Nc2cc(NC(=O)COc3cc(C)ccc3C)cc(C(=O)O)c2)c1 | -4% | ? | -25%
O=C1C2C3c4ccccc4C(c4ccccc43)C2C(=O)N1c1ccncc1 (stereo not drawn) | -6% | -19% | 0%
CCCCCCCOC1(c2ccccc2)OC(=O)c2ccccc21 (stereo not drawn) | 10% | -5% | -2%
O=C(CSc1nc2ccccc2s1)N/N=C/c1ccccc1C(=O)O | 16% | -5% | 12%
COc1ccc(NC(=O)CCS(=O)(=O)c2ccc3nc(C)sc3c2)cc1Cl | · | -4% | 16%
COc1ccc(NC(=O)CSc2nc(-c3ccc(OC)c(OC)c3)[nH]c2-c2ccc(C)cc2)cc1 | · | -8% | -9%
COc1ccc(-c2cc(C(=O)N3CCN(C(c4ccccc4)c4ccccc4)CC3)no2)cc1OC | -4% | 0% | -23%
Cn1cnnc1SCC(=O)N1CCc2ccccc21 | 5% | -3% | -2%
C[C@@](Cc1ccccc1)(NC(=O)CN)c1ccccc1 | -5% | 3% | ·
O=C(O)CC(c1cccc2ccccc12)N1Cc2ccccc2C1=O (stereo not drawn) | 6% | -4% | -1%
COc1cc(C)nc(N2CCC(C(N)=O)CC2)n1 | 2% | -3% | -11%

Some of these compounds in order of count of non-hydrogen atoms, lowest first.
SMILES | N370S GC | GCN5L2 inh | FEN1 inh
COc1cc(C)nc(N2CCC(C(N)=O)CC2)n1 | 2% | -3% | -11%
Cn1cnnc1SCC(=O)N1CCc2ccccc21 | 5% | -3% | -2%
CC(=O)c1ccc(OC(C)C)c(CN2CCCCC2)c1 | 1% | -6% | 52%[activator]
Cc1ccc(C(=O)OC2OC(=O)C(Cl)=C2N2CCOCC2)cc1 (stereo not drawn) | ? | -8% | -5%
CCCCCCCOC1(c2ccccc2)OC(=O)c2ccccc21 (stereo not drawn) | 10% | -5% | -2%
O=C(CSc1nc2ccccc2s1)N/N=C/c1ccccc1C(=O)O | 16% | -5% | 12%
Cn1c(=O)c2c(nc(N3CCOCC3)n2Cc2ccccc2)n(C)c1=O | · | -4% | 0%
O=C1C2C3c4ccccc4C(c4ccccc43)C2C(=O)N1c1ccncc1 (stereo not drawn) | -6% | -19% | 0%
O=C(COC(=O)C1CCN(S(=O)(=O)c2cccs2)CC1)NCc1ccccc1 | -2% | -6% | -1%
CN1CCN(C(=O)C(Cc2ccccc2)NS(=O)(=O)c2ccc3c(c2)CCC(=O)N3)CC1 (stereo not drawn) | -2% | -7% | 17%
COc1ccc(NC(=O)CSc2nc(-c3ccc(OC)c(OC)c3)[nH]c2-c2ccc(C)cc2)cc1 | · | -8% | -9%
COc1ccc(-c2cc(C(=O)N3CCN(C(c4ccccc4)c4ccccc4)CC3)no2)cc1OC | -4% | 0% | -23%

Next part
SMILES | N370S GC | GCN5L2 inh | FEN1 inh
CC(=O)c1cccc(NC(=S)N2CCN(S(C)(=O)=O)CC2)c1 | 0% | -2% | -5%
Cc1ccc(CNC(=O)c2ccc(C#CC(C)(C)O)s2)cc1 | 8% | -1% | 4%
Cc1cc(C)c(Nc2ncnc3c2cnn3C)c(C)c1 | · | -5% | -3%
COc1cc(NC(=O)c2nc3ccccc3n(C)c2=O)cc(OC)c1OC | · | -15% | -29%
O=C(Nn1cnc2ccccc2c1=O)c1ccccc1F | -14% | -4% | 20%
Cc1cc(C(=O)CSc2nc(N)cc(=O)[nH]2)c(C)n1CCc1ccc(Cl)cc1 | 9% | -4% | 0%
Cc1ccc(CNC(=O)CSc2nnnn2C)cc1 | 3% | -6% | -2%
Cc1ccc2c(c1)Oc1ccc(NC(=O)CCCl)cc1C(=O)N2 | 4% | -6% | 2%
CN(C)c1ccc(C(=O)OCC(=O)Nc2ccc(S(N)(=O)=O)cc2)cc1 | 6% | -5% | ?
CCOC(=O)c1ccc(N2CCN(c3cc(C)ccc3C)CC2)c(NC(=O)Nc2ccc(CC)cc2)c1 | · | 0% | 4%
COCCOc1ccc(C(F)(F)F)cc1NC(=O)COC(=O)c1ccc(N2CCCC2=O)cc1 | · | -2% | 12%
CCC(Sc1nc(C)cc(=O)[nH]1)C(=O)Nc1sc2c(c1C#N)CCCC2 (stereo not drawn) | 21% | -5% | 3%
CCN(C(=O)c1ccc(S(=O)(=O)N2CCCCC2)cc1)C1CCS(=O)(=O)C1 (stereo not drawn) | 3% | 2% | 7%
O=C(CSc1nnc(Cc2ccccc2)n1-c1ccc(Cl)cc1)N1CCOCC1 | -24% | -12% | 0%
COc1cccc(-c2cc(NCCc3c[nH]c4ccc(OC)cc34)ncn2)c1 | ? | -21% | ·
COc1ccc(C(=O)Nc2ccc(S(=O)(=O)NCc3ccco3)cc2)cc1OC | 7% | -1% | -2%
CCC(=O)c1ccc(OCC(=O)Nc2nc(-c3cccnc3)cs2)cc1 | -4% | -7% | -25%
O=C(NCCC1=CCCCC1)C1CC(=O)N(Cc2ccccc2)C1 (stereo not drawn) | -12% | -3% | 13%
O=C(C[n+]1cccc(NC(=O)c2ccccc2)c1)c1ccccc1 | 0% | -3% | -13%
Cc1ccc(Cn2c(C)c(CNCc3ccccc3F)c(C(=O)O)c2C)cc1 | · | 2% | 3%
O=C(NCC1CCCO1)c1cc2ccccc2nc1Cl (stereo not drawn) | 3% | -2% | -9%
CC1CN(C(=O)c2cc3cc([N+](=O)[O-])ccc3oc2=O)CC(C)O1 (stereo not drawn) | 7% | -8% | -2%
COc1ccc(-c2cc(C(F)F)n3ncc(C(=O)Nc4ccc(C(=O)N5CCOCC5)cc4)c3n2)cc1 | -2% | -3% | -26%
Cc1ccc(S(=O)(=O)c2ccc(-n3nc(C)cc3N)cc2)cc1 | 0% | -4% | -10%
CC(=O)c1ccc(OCCCC(=O)N2CCN(S(=O)(=O)c3cc(C)ccc3C)CC2)cc1 | 2% | -1% | 4%
COc1ccc(S(=O)(=O)N2CCOCC2)cc1NC(=O)COC(=O)c1ccc([N+](=O)[O-])s1 | · | -6% | -20%
COc1ccc(S(=O)(=O)NCC(c2ccco2)N2CCN(c3ccccc3)CC2)cc1OC (stereo not drawn) | · | -1% | -15%
CCOC(=O)c1ccc(NC(=O)CCOc2ccc(C)cc2)cc1 | 5% | -2% | -12%
COc1ccccc1N=Cc1c(C)c(C#N)c2[nH]c3ccccc3n2c1=O | -4% | -1% | -5%
Cc1cccc(CSC2=NCCN2C(=O)C2CC2)c1 | 1% | -8% | 2%
Cc1cc(C)cc(NC(=O)C(Cc2ccccc2)NS(=O)(=O)c2ccc3c(c2)CCC(=O)N3)c1 (stereo not drawn) | · | -1% | 9%
CC(C)c1ccccc1-n1c(SCC(=O)c2ccc3c(c2)NC(=O)CO3)nc2ccccc2c1=O | 8% | -22% | -16%
O=C(c1ccc(CNc2c(NC3CCCCC3)c(=O)c2=O)cc1)N1CCc2ccccc21 | 2% | -11% | 0%
CCOC(=O)c1c(NC(=S)Nc2cc([N+](=O)[O-])ccc2OC)sc2c1CCCCC2 | 6% | -7% | ·
COC(=O)c1cc(S(=O)(=O)Nc2cccc(C)c2C)cn1C | 2% | 0% | 15%
O=C(OC(C(=O)NC1CCCCC1)c1ccccn1)c1cccs1 (stereo not drawn) | -25% | 2% | -5%
COc1ccc(C(=O)Nc2ccc(C(=O)N3CCC(C)CC3)cc2)cc1OC | 6% | -4% | -3%
O=C(NCCN1CCOCC1)C(Sc1ccccc1)c1ccccc1 (stereo not drawn) | -9% | -10% | -1%
COCCCNC(=S)NNC(=O)c1csc(C)n1 | 1% | 0% | 15%
N=C1C(c2nc3ccccc3[nH]2)=C(O)CN1c1ccc(F)cc1 | 4% | -10% | 2%
Cc1ccc(-c2noc(-c3ccccc3F)n2)cc1 | 4% | -8% | -9%
CSc1nc(C)cc(SCCO)n1 | -4% | -2% | -5%
CCc1cccc(NS(=O)(=O)c2ccc3c(c2)NC(=O)CC(=O)N3)c1 | ? | 1% | 17%
O=C(N=C1SC2CS(=O)(=O)CC2N1c1ccc(Cl)c(Cl)c1)C1CCCO1 (stereo not drawn) | 4% | -11% | 1%
O=C(COc1ccc(Cl)cc1Cl)Nc1nnc(C2=COCCO2)o1 | -2% | -10% | 1%
COC(=O)c1cc(C(=O)OCC(=O)NC2CCCC2)cc([N+](=O)[O-])c1 | -11% | -9% | 20%
COc1cc(C(=O)COC(=O)c2cccs2)cc(OC)c1OC | · | -7% | -3%
N/C(=N\OC(=O)c1cccc(F)c1)c1ccccn1 | -16% | 1% | -6%
CCOC(=O)c1c(S(=O)(=O)NCC(=O)N(C)c2ccc(C)cc2)c(C)n(C)c1C | · | -2% | 13%
COc1ccc(NC(=O)n2ncc3c(C)cccc32)cc1OC | -10% | 1% | 4%
COC(=O)c1ccc(NS(=O)(=O)c2ccc3[nH]c(=O)oc3c2)cc1 | -11% | -3% | -10%
COC(=O)c1ccccc1NS(=O)(=O)c1cc2c(cc1C)N(C)CCO2 | · | -1% | 6%
COc1ccc(OC)c(CNC(=O)C2CCN(S(=O)(=O)N3CCCC3)CC2)c1 | -1% | -5% | 4%
O=c1cc(-c2ccc(O)cc2)oc2ccc3ccccc3c12 | · | -9% | ?
COc1ccc(OC)c(COC(=O)c2cc([N+](=O)[O-])ccc2N2CCOCC2)c1 | · | -3% | 6%
CCOC(=O)c1cnc(NCc2ccc(Cl)cc2)c2ccccc12 | · | -11% | ?
O=C(CCCn1c(=O)c2ccccc2n(Cc2cccc(F)c2)c1=O)NC1CCN(Cc2ccccc2)CC1 | -14% | -5% | ·
Cc1ccccc1C(=O)OCc1cc(=O)n2nc(C3CCCCC3)sc2n1 | · | -6% | 19%
COc1cc(OC)cc(C(=O)NCC(=O)OC2CCCCC2=O)c1 (stereo not drawn) | · | -6% | -2%
CC(=O)Nc1ccc(NC(=O)CSC2=NS(=O)(=O)c3ccccc3N2)cc1 | -3% | -10% | -1%

New compounds follow
SMILES | N370S GC | GCN5L2 inh | FEN1 inh
CCN1/C(=C/C=C/C=C/c2sc3ccccc3[n+]2CC)Sc2ccccc21 | -21% | ? | 32µM*
COc1ccc(NC(=O)CN(C)CC(=O)NCc2ccc(C)cc2)cc1 | · | -2% | -19%
COc1ccc(NC(=O)c2cc(S(=O)(=O)N3CCCCC3)c[nH]2)c(OC)c1 | -4% | -12% | -5%
O=C(NCCc1nc2ccccc2n1Cc1ccc(Cl)cc1Cl)c1ccco1 | · | -3% | -15%
CCOc1ccc(S(=O)(=O)NCCC(=O)Nc2ccncc2)cc1 | -23% | -1% | 7%
CCOC(=O)c1cccc(NC(=O)c2oc3c(c2C)-c2nn(CC)cc2CC3)c1 | · | -4% | 5%
